Screens: PubChem BioAssay, National Center for Advancing Translational Sciences (NCATS)
TGFb inhibitor = TGF-b pathway inhibition; HepG2 CAGA-GFP TGF-b/SMAD3 reporter, GFP fluorescence, 18 h; TGF-beta stimulated, 500 pg/mL final; Potency, µM (highest dose often 46.1 µM), inactives show top-dose activity, negative = inhibition, usual class: inhibitors; 1.2% of 410,000 active; further: on the % scale 0 is the no-effect control and ±100 the full control effect; nearly all actives have a fitted effect of over 65% in size
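Read-out: total well GFP (ex488/em500-530) summed from mean per-cell fluorescence. Cells: HEPG2 CAGA-GFP, 1% FBS DMEM, 18 h at 37 degrees C with 500 pg/mL final TGF-beta. Unstimulated wells served as the full-inhibition control; stimulated DMSO wells = 0%.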
A549 viability = counter-screen for Nrf2 inhibitors: cytotoxicity in A549 cells; AID 504648; 0.16% of 390,000 active; A549 ARE-Fluc cells, CellTiter-Fluor viability, 18-24 h; Potency, µM (titrated, usually from 46 µM), for inactives: at the highest dose activity change, negative = cytotoxicity, hits mostly inhibitors; further: on the % scale 0 is the no-effect control and ±100 the full control effect
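A549 ARE_Fluc cells in 5% FBS OPTI-MEM were exposed to compounds in concentration-response for 18-24 h at 37 deg C. Viability was read by CellTiter-Fluor fluorescence (Ex 405/Em 525) after 30 min, before the luciferase read.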
Nrf2 block = blocks Nrf2 signaling | A549 ARE-Fluc reporter, luciferase luminescence, 18-24 h | 2.1% of 360,000 active | Potency, µM (doses to about 46 µM), for the others: at the highest dose activity change, negative = inhibition, actives largely listed as inhibitors; further: on the % scale 0 is the no-effect control and ±100 the full control effect; nearly all actives have a fitted effect of over 60% in size
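A549 ARE_Fluc cells, 5000/well, 5% FBS OPTI-MEM; compounds in dose-response, 18-24 h at 37 °C/5% CO2; CellTiter-Fluor viability read (Ex 405/Em 525), then BugLite luciferase luminescence = Nrf2 activity.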
HepG2 viability = kills HepG2 cells in TGF-b inhibitor counter-screen; 0.76% of 410,000 active; Potency, µM (top dose mostly 46.1 µM), without a hit: at the top dose activity change, negative = cytotoxicity, usual class: cytotoxic; AID 588856; HepG2 CAGA-GFP viability, ATP luminescence, 18 h; further: some results filed as inactive show a strong effect at the top dose
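CellTiter-Glo luminescence gave cytotoxicity after 18 hours at 37 degrees C. The cells were HepG2 CAGA-GFP in 1% FBS DMEM, stimulated with 500 pg/mL TGF-beta after compound addition. %Activity was normalised to no-cell wells (complete cell-killing) and DMSO (no toxicity), and curves were fitted and classified.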
MCF10A rerep = DNA re-replication induction in MCF 10a cells. MCF 10A DNA re-replication, Hoechst nuclear intensity, 48 h. Potency, µM (highest dose often 46.1 µM), for the others: at the top dose activity, positive = re-replication, most hits filed as activators. 2.9% of 350,000 active. AID 624296; further: % of control where 0% means no effect; nearly all actives have a fitted effect of over 50% in size
Nrf2 ARE act = Nrf2 pathway activation | AREc32 ARE-luciferase reporter (MCF7-derived line), luminescence, 24 h | Potency, µM (titrated, usually from 46.1 µM), for inactives: top-dose activation, hits mostly activators | 0.31% of 410,000 active | AID 624171; further: % of control where 0% means no effect; nearly all actives have a fitted effect of over 65% in size
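AREc32 cells carrying an ARE-driven firefly luciferase, 1000 cells/well in OPTI-MEM with 5% FBS, dosed after overnight attachment and incubated 24 hr at 37 deg C. Steady-Glo luminescence read after 30 min at RT.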
EPAC2 antagonist = blocks human EPAC2 exchange factor. EPAC2 GEF exchange of Rap1B-BODIPY-GDP, fluorescence. 0.18% of 360,000 active. AID 720708. Q8WZA2. Potency, µM (top dose mostly 114 µM), without a hit: at the top dose activity, negative = inhibition, actives largely listed as inhibitors; further: on the % scale 0 is the no-effect control and ±100 the full control effect; nearly all actives have a fitted effect of over 45% in size; many of its hits are not listed in these tables
Target sequence (Q8WZA2 whole entry, looked up): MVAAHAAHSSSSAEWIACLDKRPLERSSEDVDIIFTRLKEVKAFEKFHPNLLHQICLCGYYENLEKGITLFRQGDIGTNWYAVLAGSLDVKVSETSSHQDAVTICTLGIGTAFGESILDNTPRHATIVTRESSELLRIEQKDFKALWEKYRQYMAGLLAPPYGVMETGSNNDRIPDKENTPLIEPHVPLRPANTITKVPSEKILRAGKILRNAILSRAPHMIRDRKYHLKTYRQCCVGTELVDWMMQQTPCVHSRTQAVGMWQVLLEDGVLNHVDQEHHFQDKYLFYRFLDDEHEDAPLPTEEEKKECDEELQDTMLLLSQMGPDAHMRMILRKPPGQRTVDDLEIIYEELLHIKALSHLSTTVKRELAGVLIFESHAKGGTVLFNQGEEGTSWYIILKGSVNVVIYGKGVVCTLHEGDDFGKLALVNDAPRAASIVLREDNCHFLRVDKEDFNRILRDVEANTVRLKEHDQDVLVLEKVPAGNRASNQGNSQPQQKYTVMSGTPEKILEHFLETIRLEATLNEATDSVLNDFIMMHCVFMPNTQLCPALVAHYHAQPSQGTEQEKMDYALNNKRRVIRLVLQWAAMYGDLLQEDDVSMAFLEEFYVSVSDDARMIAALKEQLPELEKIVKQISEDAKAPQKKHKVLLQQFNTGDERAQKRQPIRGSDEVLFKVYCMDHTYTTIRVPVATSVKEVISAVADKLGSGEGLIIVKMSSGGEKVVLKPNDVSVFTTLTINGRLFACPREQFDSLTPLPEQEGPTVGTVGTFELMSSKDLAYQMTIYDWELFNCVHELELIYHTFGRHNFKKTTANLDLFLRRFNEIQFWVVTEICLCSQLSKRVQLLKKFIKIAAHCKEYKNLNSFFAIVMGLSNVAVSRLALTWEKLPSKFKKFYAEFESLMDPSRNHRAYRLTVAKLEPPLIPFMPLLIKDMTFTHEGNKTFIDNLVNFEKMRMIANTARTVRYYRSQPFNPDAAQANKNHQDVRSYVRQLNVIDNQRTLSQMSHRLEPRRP
S2 tox = cell viability loss in ATXN counter-screen; S2 cells (HEK-293 line with an ATXN2-luciferase reporter) viability, CellTiter-Fluor protease fluorescence, 24 h; 0.49% of 400,000 active; Potency, µM (series often up to 56.7 µM), actives largely listed as cytotoxic; AID 651635; further: nearly all actives have a fitted effect of over 40% in size
ATXN2 expr inh = reduces ATXN2 reporter expression in HEK-293 cells | AID 1745845 | 0.72% of 360,000 active | HEK-293 ATXN2-luciferase reporter, luminescence, 24 h | Potency, µM (top dose mostly 57 µM), inactives show top-dose activity change, negative = inhibition, actives largely listed as inhibitors; further: on the % scale 0 is the no-effect control and ±100 the full control effect; nearly all actives have a fitted effect of over 55% in size
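ATXN2-luciferase reporter cells (luciferase flanked by upstream and downstream ATXN2 gene portions) were treated 24 h at 37 °C with compounds at up to 57 uM. SteadyGlo luminescence gave expression; GF-AFC fluorescence gave viability.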
An asterisk follows results filed as active; i = inactive; ? = inconclusive; / = not tested or not shown; [ ] = dose if it differs, or a comment. The call rests on the fitted dose curve; in most records, active means well fitted curve in the direction sought with a large enough effect; inconclusive means small, poorly fitted or top-dose-only effect, or another doubt; inactive means no such curve, though single readings can be large; an effect the other way counts as inactive or inconclusive. Potency means the concentration at half of the fitted maximal effect.

SMILES	TGFb inhibitor	A549 viability	Nrf2 block	HepG2 viability	MCF10A rerep	Nrf2 ARE act	EPAC2 antagonist	S2 tox	ATXN2 expr inh
Cc1ccc(Cl)cc1N1CCN(CC(O)COC(C)C)CC1 (configuration not stated)	0%	0%	1%	-15%	7%	0.1%	1%	i	-6%
COc1ccc(CC(=O)NNC(=O)c2cc(Cl)ccc2OC)cc1	-4%	-3%	-3%	1%	-2%	0.1%	-8%	i	-11%
COc1ccc(C(C)=O)cc1CSc1nc(NCCc2ccccc2)c2ccccc2n1	?	?	/	-6%	/	4.9%	/	/	/
COc1ccccc1N1CCN(C(c2cccs2)C(C)NC(=O)c2cccnc2)CC1 (configuration not stated)	-4%	4%	7%	9%	10%	0.3%	-8%	i	-11%
C/C(=N\NC(=O)C(N)=O)c1cccc(C(F)(F)F)c1	-25%	-2%	3%	-1%	-46%[inhibitor]	15%	21%	i	-19%
CCCCC(=O)NC(Nc1nc(C2CC2)cs1)(C(=O)OCC)C(F)(F)F (configuration not stated)	0%	-5%	-19%	1%	3%	-0.1%	-1%	i	3%
CCCC1OC(c2ccco2)OCC1CC (configuration not stated)	-6%	2%	-3%	-15%	6%	-0.5%	-12%	i	1%
CC(C)(C)N1CC(C(=O)O)CC1=O (configuration not stated)	14%	2%	24%	-6%	5%	-0.5%	5%	i	16%[11.3 µM]
O=C(NCC1CCCO1)c1ccc2c(=O)n(Cc3ccco3)c(SCC(=O)N3CCCC3)nc2c1 (configuration not stated)	4%	/	-14%	7%	-2%	-0.6%	0%	?	5%
CCOc1ccc(NC(=O)Cn2nc(SC)c(S(=O)(=O)c3ccccc3)c2N)cc1	-29%	-2%	-7%	-1%	/	4.6%	/	i	-14%
O=C(N1CCCCC1)C12CC3CC(C1)CC(C(=O)N1CCCCC1)(C3)C2	0%	3%	/	-1%	5%	-1.1%	16%	i	-7%
CCN(CC)CCOC(=O)c1ccc([N+](=O)[O-])cc1	1%	-10%	-1%	1%	?	0.0%	-1%	i	5%
CC(C)CC(=O)N(c1nnc(-c2cccnc2)s1)C1CCCC1	2%	9%	0%	-5%	-10%	-0.8%[9.22 µM]	-2%	i	0%
COc1ccc(C2/C=C\CN(S(=O)(=O)/C=C/c3ccccc3)[C@H](Cc3ccccc3)C(=O)N2Cc2ccc(F)cc2)cc1 (some centres not stated)	-6%	-2%	0%	-17%	60%	9.0%	8%	i	6%
CCc1ccc(NC(=O)CN2CCc3ccccc3C2)cc1	8%	-1%	9%	-22%	21%	2.1%	-13%	i	39%[activator]
C[C@H]1CN([C@@H](C)CO)C(=O)CCCn2nncc2CO[C@@H]1CN(C)S(=O)(=O)c1cccc(C#N)c1	2%	/	/	-2%	/	-0.2%	5%	i	6%
COc1ccc(CCNC(=O)CSc2nnc3ccc(-c4cccnc4)nn23)cc1OC	19%	2%	-7%	-3%	8%	-0.2%	1%	i	-2%
CCN(CC)C(=O)CSc1nnc(-c2cc3ccccc3cc2O)n1CC	-19%	-16%	4%	-28%	-1%	-0.3%	9%	i	-18%
CC(=O)Nc1cccc(-c2cc(N3CCN(CCO)CC3)n3nccc3n2)c1	-1%	/	/	-3%	/	0.1%[9.22 µM]	-3%	i	-1%
CC(=O)Nc1ccc(S(=O)(=O)NCCc2c[nH]c3ccc(C)cc23)cc1	-2%	0%	1%	-2%	-6%	2.2%	4%	i	8%
COc1cc2c(cc1OC)CN(C(=O)CCOc1ccccc1)CC2	6%	0%	?	-17%	?	-1.0%	2%	i	-13%
CCOc1ccc(OCc2ccc(C(=O)NCC3CCCO3)o2)cc1 (configuration not stated)	-9%	3%	-3%	-12%	2%	0.1%	3%	i	21%
Cc1cccc(/C=N/NC(=O)c2cc(-c3cccnc3)nc3ccccc23)c1	4%	2%	-1%	-3%	4%	0.1%	5%	i	-8%
COC(=O)c1ccc(CSc2nc3ccccc3c(=O)n2-c2ccccc2)o1	-6%	-4%	6%	-6%	15%	5.5%	-1%	?	-19%
O=C(CN1CCCCC1)N/N=C/c1cc2ccccc2nc1Cl	-6%	-6%	?	5%	15%	0.4%	2%	i	31%

(listing goes on)
SMILES	TGFb inhibitor	A549 viability	Nrf2 block	HepG2 viability	MCF10A rerep	Nrf2 ARE act	EPAC2 antagonist	S2 tox	ATXN2 expr inh
Cc1ccc(S(=O)(=O)NC2CC(=O)N(c3ccc4c(c3)OCCO4)C2)cc1 (configuration not stated)	-2%	-4%	0%	0%	5%	0.3%	-4%	i	-9%
O=C(CNC(=O)c1ccc(Cl)cc1)OCCCOC(=O)CNC(=O)c1ccc(Cl)cc1	-9%	-4%	9%	-7%	?	-0.3%	3%	i	8%
c1ccc(CCNc2cnccn2)cc1	-12%	2%	2%	-26%	-1%	4.8%	-2%	i	6%
CCCOc1cc2c(C#N)c(N3CCCC3)nc(N)c2c(N)n1	?	0%	6%	-8%	?	2.8%	8%	i	47%[activator]
Fc1ccc2nc(C3CCCCN3Cc3nc(CC4CC4)no3)[nH]c2c1 (configuration not stated)	-19%	-1%	?	-18%	12%	-0.3%	-7%	i	-19%
Cc1ccc(-n2nc(C(=O)Nc3ccc(Br)cc3C)c(=O)n(C)c2=O)cc1	3%	7%	/	-4%	/	-0.5%	/	i	7%
c1ccc(C(c2ccccc2)c2noc(CN3CCN(CC4CC4)CC3)n2)cc1	-3%	-1%	8%	-13%	?	-0.1%	0%	i	8%
CCCc1nc(SCC(=O)Nc2ccccc2)c2c(=O)n(C)c(=O)n(C)c2n1	-8%	-6%	-23%	-1%	4%	0.3%	6%	i	-5%
CCC1CN(C(=O)N2CCC(C(=O)NCc3cccs3)CC2)c2ccccc2O1 (configuration not stated)	0%	-1%	17%	-21%	/	1.3%	/	/	/
COc1ccc(CNC(=O)C(C)OC(=O)CO/N=C(\C)c2ccc3c(c2)OCO3)cc1 (configuration not stated)	28%	-7%	-8%	-1%	?	-0.8%	-10%	i	-1%
COc1ccc(Br)cc1/C=N/N1C(=O)CSC1=S	12%	-3%	0%	-47%	-2%	?	3%	i	-1%
COC(=O)c1sccc1S(=O)(=O)N(CC(=O)NCc1ccc(C)cc1)c1ccc(Cl)cc1	1%	-16%	-14%	-6%	/	0.3%	/	i	5%
Cc1noc(C)c1COC(=O)C1CCN(S(=O)(=O)c2c(Cl)cccc2Cl)CC1	0%	6%	5%	-1%	0%	-0.9%	-29%	i	-8%
NC(=O)C1CCN(c2ccc(S(=O)(=O)N3CCCCC3)cc2[N+](=O)[O-])CC1	-9%	-7%	?	-1%	6%	0.1%	11%	i	-12%
Cc1[nH]c(=O)[nH]c(=O)c1C1N2CC3(C(C)C)CN1CC(C(C)C)(C2)C3=O (configuration not stated)	4%	0%	4%	6%	/	0.3%	/	i	-8%
Cc1ccc(CS(=O)(=O)Cc2ccc(C(=O)NCCc3ccc(Cl)cc3)o2)cc1	14%	0%	/	1%	/	0.0%	/	/	/
CCCCCCCCCCOC(=O)C[N+](C)(C)CC1CCCCC1O (configuration not stated)	2%	0%	-1%	-33%	3%	0.0%	4%	i	/
COc1ccccc1N(Cc1ccccc1)S(=O)(=O)c1cccc(C(=O)Nc2ccc(C(C)=O)cc2)c1	9%	6%	4%	13%	12%	4.7%	-8%	i	14%
C=CCC1(C#N)C(SC)=NC2=C(C(=O)CC(C)(C)C2)C1c1ccc(Br)cc1 (configuration not stated)	?	-9%	?	-7%	?	-0.1%	-15%	i	-16%
CCC(=O)NC(=S)Nc1ccc(NC(=O)COc2ccc(Cl)cc2Cl)cc1	?	2%	-19%	-17%	?	5.1%	12%	?	3%
CCOC(=O)c1ccccc1NC(=O)CSc1cc(C)[nH]c(=O)n1	-2%	-6%	/	1%	/	-0.7%	/	i	-1%
NS(=O)(=O)c1cc(C(=O)NNC(=O)c2ccc3c(c2)OCO3)ccc1Cl	?	5%	?	-2%	-3%	-0.2%	-1%	i	1%
CCOC(=O)[C@@H]1[C@H]2COc3ccc(Br)cc3[C@@H]2N2C(=O)N(c3ccc(C)cc3)C(=O)[C@]12C	-31%	-1%	3%	-4%	8%	2.5%	-25%	i	6%
CCC(C)(C)NC(=O)C(c1ccc(F)cc1)N(Cc1ccccc1)C(=O)c1cnccn1 (configuration not stated)	1%	-12%	-20%	-19%	3%	0.2%	-3%	i	-17%
Cc1cccc(CNC(=O)Cn2c(-c3cccs3)cc3ccccc32)c1	0%	2%	-2%	-14%	/	0.0%	/	i	?
CCCN1CNc2c(c(=O)[nH]c(=S)n2-c2ccccc2Cl)C1	-11%	-8%	1%	0%	-2%	0.3%	9%	i	-2%
Cc1cccc(OCCCC(=O)Nc2ccc(N3CCCCC3)cc2)c1	-2%	0%	3%	-19%	-1%	-1.1%	3%	i	-18%
CNC(=O)c1cnc2sc(N3CCC(C)CC3)nn2c1=O	-7%	-3%	?	3%	/	0.3%	/	i	31%[activator]
Cc1ccc(NC(=O)COC(=O)CCNS(=O)(=O)c2ccc(C)c(C)c2)cc1	0%	-2%	1%	8%	1%	3.7%	-11%	i	-3%

Single records, as listed above.
COc1ccc(CNC(=O)C(C)OC(=O)CO/N=C(\C)c2ccc3c(c2)OCO3)cc1 (configuration not stated) is listed with TGFb inhibitor = 28%; A549 viability = -7%; Nrf2 block = -8%; HepG2 viability = -1%; MCF10A rerep = ?; Nrf2 ARE act = -0.8%; EPAC2 antagonist = -10%; S2 tox = i; ATXN2 expr inh = -1%
CCCC1OC(c2ccco2)OCC1CC (configuration not stated) is listed with TGFb inhibitor = -6%; A549 viability = 2%; Nrf2 block = -3%; HepG2 viability = -15%; MCF10A rerep = 6%; Nrf2 ARE act = -0.5%; EPAC2 antagonist = -12%; S2 tox = i; ATXN2 expr inh = 1%

An excerpt from above, reduced to Nrf2 ARE act:
SMILES	Nrf2 ARE act
Cc1noc(C)c1COC(=O)C1CCN(S(=O)(=O)c2c(Cl)cccc2Cl)CC1	-0.9%
NC(=O)C1CCN(c2ccc(S(=O)(=O)N3CCCCC3)cc2[N+](=O)[O-])CC1	0.1%

The list is partial. The share of hits here may be higher or lower than overall.
